From PubChem BioAssay
mcGAS lum = mouse cGAS inhibition by luminescence; recombinant cGAS, Kinase-Glo ATP depletion luminescence; Q8C6L5; inhibition, % at 12.5 µM; 0.15% of 160,000 active; AID 1259399;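 note: 0% = negative control wells and 100% = reference inhibitor with no enzyme activity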
hcGAS inh = inhibitors of human cGAS. 0.081% of 290,000 active. Q8N884. recombinant h-cGAS, ATP depletion, Kinase-Glo luminescence. inhibition, % at 12.5 µM. AID 1259398;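 note: 0% = vehicle reaction and 100% = reaction without DNA for no activity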
Target sequence (Q8N884 whole entry, looked up): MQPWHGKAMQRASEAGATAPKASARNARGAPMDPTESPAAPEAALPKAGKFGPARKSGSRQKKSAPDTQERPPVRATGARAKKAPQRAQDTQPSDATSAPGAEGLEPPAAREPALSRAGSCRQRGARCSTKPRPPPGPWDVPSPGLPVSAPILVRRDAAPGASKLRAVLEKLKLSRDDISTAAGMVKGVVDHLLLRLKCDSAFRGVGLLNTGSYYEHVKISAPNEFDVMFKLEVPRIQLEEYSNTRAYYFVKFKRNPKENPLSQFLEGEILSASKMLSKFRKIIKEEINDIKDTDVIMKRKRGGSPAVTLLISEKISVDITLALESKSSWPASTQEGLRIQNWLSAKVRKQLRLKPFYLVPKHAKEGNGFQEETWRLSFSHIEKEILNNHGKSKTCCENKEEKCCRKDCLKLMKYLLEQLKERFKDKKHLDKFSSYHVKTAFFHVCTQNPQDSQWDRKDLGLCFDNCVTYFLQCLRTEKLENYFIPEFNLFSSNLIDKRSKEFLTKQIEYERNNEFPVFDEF
NPYLR7 agonist = mosquito NPYLR7 agonism; HEK293T NPYLR7/Galpha15, GCaMP6s calcium fluorescence; activation, % at 10 µM; 0.15% of 270,000 active; in the data active = activation above about 40%;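 note: 0% = vehicle and 100% = reference agonist at the receptor; some compounds past the cut are filed as inactive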
An asterisk follows results filed as active; · = no result given; & = joins results of further samples. Cut-off read from the data, not from the text of the source, unless noted: active = inhibition above about 40%; inactive = the rest.

Sequence of screens – mcGAS lum	hcGAS inh	NPYLR7 agonist
COc1ccc(/C=C/C(=O)NNC(=O)COc2ccc(Cl)c(C)c2)cc1OC
  ·	-10	-2
CCn1c(C)nnc1SCCn1cc(C2CCCNC2)nn1 (stereo not given)
  -5	-7	·
O=C(O)[C@H]1C[C@@H](C(=O)N2CCCC2)CN(Cc2ccccc2)C1
  ·	-7	8
Cc1ccc(-c2cc3c(=O)n(CC(=O)N4CCCc5ccccc54)ccn3n2)cc1
  -8	-7	8
O=C(O)c1cc(Br)ccc1N=Cc1nc(-c2ccc(Cl)cc2)oc1O
  1	0	0
CCS(=O)(=O)N1CCC(NC(=O)c2ccc(C)cc2C)CC1
  ·	-13	3
Cc1ccccc1C(=O)N(CC(=O)Nc1nc(CC(=O)N2CCCCC2)cs1)CC(C)C
  -5	-5	10
Nc1cc(S(=O)(=O)N2CCCCC2)ccc1S
  -6	-2	-1
CCc1ccc2oc(=O)cc(CN3Cc4ccccc4CC3C(N)=O)c2c1 (stereo not given)
  ·	-11	21
CCC(CO)Nc1nc(Nc2ccc(C)c(C)c2)c2nccnc2n1 (stereo not given)
  ·	-1	5
CCc1nc2n(n1)C(=O)C(C(c1ccccc1)N1CCC(C(=O)OC)CC1)S2 (stereo not given)
  -6	-4	-2
Cc1nc(NC(=O)C2c3ccccc3C(=O)N(C)C2c2ccccc2)sc1C (stereo not given)
  ·	-8	3
Cc1ccc(Cc2nsc(N(CCC(=O)N3CCC(n4c(=O)[nH]c5ccccc54)CC3)CC(C)C)n2)cc1
  -5	-9	·
CC1(C)N=C(N)N=C(N)N1c1ccc(F)cc1
  -3	-2	12
Cc1nc2c(C)cccn2c(=O)c1NC(=O)c1cc(Br)ccc1Cl
  ·	-8	1

Compound profiles (already shown).
Cc1ccc(-c2cc3c(=O)n(CC(=O)N4CCCc5ccccc54)ccn3n2)cc1 is listed with mcGAS lum: -8; hcGAS inh: -7; NPYLR7 agonist: 8
CCc1ccc2oc(=O)cc(CN3Cc4ccccc4CC3C(N)=O)c2c1 (stereo not given) is listed with mcGAS lum: ·; hcGAS inh: -11; NPYLR7 agonist: 21

(next part)
Sequence of screens – mcGAS lum	hcGAS inh	NPYLR7 agonist
C=CCn1c(Cl)c(/C=N\NC(=O)c2ccncc2)sc1=O
  -3	-1	6
CCOC(=O)C1CCCN(c2c(N3CC(C)CC(C)C3)c(=O)c2=O)C1 (stereo not given)
  -3	-5	5
Cc1ccsc1C1CCCCCN1C(=O)NC1CCCCC1 (stereo not given)
  -5	-9	·
CNC(=O)[C@@H]1[C@@H](OC(=O)Nc2ccccc2)C(=O)N(C)C12CCN(C(=O)c1ccc(OC)cc1)CC2
  -4	3	28
COc1cccc(NC(=O)Cn2c(C)cc(C)c(C#N)c2=O)c1
  -5	0	-9
CCC(CC)C(=O)NCCN1CCn2cc(OCc3ccccc3)c(=O)cc2C1=O
  ·	-11	11
CC1CC(OCC(S)CN2CCN(c3ccccc3)CC2)CC(C)(C)C1 (stereo not given)
  ·	-4	3
COc1ccccc1C(=O)C1CCCN(Cc2coc3ccccc3c2=O)C1 (stereo not given)
  1	4	-22
O=C(C1CCCN(C2CCN(S(=O)(=O)c3ccccc3)CC2)C1)N1CCCC1 (stereo not given)
  -13	-3	·
C=CCNC(=O)c1cc2c(=O)n3ccccc3nc2s1
  ·	-15&-6	12&15
O=C(NCc1ccco1)c1ccc(-c2ccc(Oc3ccccc3)cc2)s1
  -3	-1	12
O=S1(=O)N=C(OCc2ccccc2)c2ccccc21
  1	-4	-7
Cc1ccc(C(=O)OCC(=O)NC(C)c2ccc3c(c2)CCCC3)cc1O (stereo not given)
  ·	1	16
C=CCOc1ccccc1CN1CCC(C(=O)Nc2cccc(-c3ccn[nH]3)c2)CC1
  ·	-7	12
CCOC(=O)CNC(=O)CSc1nnc(C(C)C)c2cnn(-c3ccc(C)c(C)c3)c12
  -7	-3	-12

5 records picked at random from those above:
Sequence of screens – mcGAS lum	hcGAS inh	NPYLR7 agonist
O=C(C1CCCN(C2CCN(S(=O)(=O)c3ccccc3)CC2)C1)N1CCCC1 (stereo not given)
  -13	-3	·
Cc1ccsc1C1CCCCCN1C(=O)NC1CCCCC1 (stereo not given)
  -5	-9	·
CNC(=O)[C@@H]1[C@@H](OC(=O)Nc2ccccc2)C(=O)N(C)C12CCN(C(=O)c1ccc(OC)cc1)CC2
  -4	3	28
C=CCNC(=O)c1cc2c(=O)n3ccccc3nc2s1
  ·	-15&-6	12&15
O=S1(=O)N=C(OCc2ccccc2)c2ccccc21
  1	-4	-7

The listing continues:
Sequence of screens – mcGAS lum	hcGAS inh	NPYLR7 agonist
Cc1c(C(=O)N(C)Cc2ccc(F)cc2)sc(=O)n1CC(=O)c1ccc(Cl)cc1
  ·	-3	4
Cc1cc(C)c(S(=O)(=O)N2CCCCC2CCNC(=O)C(=O)Nc2ccccc2)c(C)c1 (stereo not given)
  ·	0	10
Cc1cc(S(N)(=O)=O)cc(C)c1C
  ·	-1	2
CCNC(=O)[C@H]1CC[C@@](C)(C(=O)NCCC(=O)O)C1(C)C
  -15	-1	6
O=C(NNC(=O)c1cccn(Cc2ccc(F)cc2)c1=O)c1ccco1
  -10	-5	-16
CCN1CCN(C(=O)c2cnn(-c3cccc(F)c3)c2-c2ccccc2)CC1
  -4	-3	13
COc1ccc(-c2nc3ccc(C)cn3c2NC(=O)C(C)C)cc1
  -8	-8	2
CNC(=O)N1CCCC(OCc2nc(CCOC)no2)C1 (stereo not given)
  -5	-13	·
CC(=O)N[C@H]1C[C@@H](C(c2ccccc2)c2ccccc2)O[C@@H](C(C)C)C1
  ·	0	2
Cc1cc([N+](=O)[O-])nn1CC(=O)NCc1ccc(Cl)cc1
  -6	-3	-3
CC1=C(C(=O)OCc2ccccc2)C(c2ccsc2)NC(=O)N1C (stereo not given)
  -4	-1	-8
O=c1c2cnc3ncnn3c2ccn1C1CCCCCC1
  ·	-5	-1
CCc1nc2n(n1)C(=O)C(C(c1ccc(Cl)cc1Cl)N1CCC(O)CC1)S2 (stereo not given)
  -8	-7	-1
O=C(c1cc(COc2ccc3c(c2)CCCC3)on1)N1CCCC1c1nccs1 (stereo not given)
  -11	1&-7	3&14
CC(C)C1CCCCC1NC(=O)N(C)Cc1nnc(C2CC2)n1C (stereo not given)
  -5	-7	6

Some of these compounds in order of molar mass, rising.
Sequence of screens – mcGAS lum	hcGAS inh	NPYLR7 agonist
CC1(C)N=C(N)N=C(N)N1c1ccc(F)cc1
  -3	-2	12
CC(=O)N[C@H]1C[C@@H](C(c2ccccc2)c2ccccc2)O[C@@H](C(C)C)C1
  ·	0	2
COc1ccccc1C(=O)C1CCCN(Cc2coc3ccccc3c2=O)C1 (stereo not given)
  1	4	-22

3 compounds from above, showing only mcGAS lum and hcGAS inh:
Compound | mcGAS lum | hcGAS inh
O=c1c2cnc3ncnn3c2ccn1C1CCCCCC1 | · | -5
CC(=O)N[C@H]1C[C@@H](C(c2ccccc2)c2ccccc2)O[C@@H](C(C)C)C1 | · | 0
CCN1CCN(C(=O)c2cnn(-c3cccc(F)c3)c2-c2ccccc2)CC1 | -4 | -3

Next part.
Sequence of screens – mcGAS lum	hcGAS inh	NPYLR7 agonist
Cc1cc(C)n(C(C[N+](=O)[O-])c2ccc(Br)cc2)n1 (stereo not given)
  ·	-9	1
O=C1NC(Cc2ccc(F)cc2)(C2CCNCC2)C(=O)N1CCc1ccncc1 (stereo not given)
  -13	-6	11
CCOc1ccc(CCC(=O)NC(C)(C)C(C)(C)C(=O)OC)cc1
  ·	-8	3
CCOC(=O)C(c1cc(C)cc(C)c1)C1C=CC(NC(=O)c2ccc(OC(F)(F)F)cc2)C1 (stereo not given)
  -6	-7	3
CCOc1cc(Nc2ccc(NC(=O)Nc3ccc(F)c(Cl)c3)cc2)nc(C)n1
  -8	-10	9
CCOc1ccccc1-c1nc(Cn2ccn3nc(-c4ccc(C)cc4)cc3c2=O)c(C)o1
  -10	-5	-1
COCCCN(Cc1c(-c2ccccc2)noc1N1CCCCC1C)CC(O)Cc1ccccc1 (stereo not given)
  -7	-2	·
NC(=O)[C@@H]1CN2CCN(C(=O)c3ccco3)C[C@@H]2[C@H]1c1ccccc1
  -2	-4	3
CC(C)Oc1ccc(CN2CCn3cncc3C2)cc1CO
  -13	-10	25
Cc1ccc(-n2ncc(C(=O)NCc3ccco3)c2C(C)C)cc1
  -4	-4	0
CC1=C(C(=O)N2CCN(C(=O)c3ccco3)CC2)C2(CCC(C)CC2)OC1=O (stereo not given)
  -5	-8	2
CCn1ncc(C(=O)N(C)Cc2cc3cc(F)ccc3[nH]2)c1C
  ·	-6	5
C[N+]1=C(CC=Nc2ccccc2)SCC1
  ·	-3	-1
CN(CCCC(=O)O)C(=O)c1cc(Cl)ccc1Cl
  ·	-4	8
Cc1ccccc1C1SCC(=O)N1CC(C)O (stereo not given)
  -7	-6	-1
CCC(Sc1nc2c(cnn2CCO)c(=O)[nH]1)C(=O)O (stereo not given)
  ·	-6	4
CC1c2cccn2CCN1C(=O)CNC(=O)c1ccccn1 (stereo not given)
  ·	-5	-6
CCOc1ccc(N2C(N)=NC(N)=NC2(C)C)cc1
  -4	-4	22
CC(C)CC(=O)N1CCN(Cc2ccc(-c3ccccc3C#N)cc2)CC1
  ·	-5	4
CC(C)(C)c1csc(N(CC(=O)N2CCCC2)c2ccc(Cl)cc2)n1
  -3	-2	·
CCC(C(=O)Nc1cccc(C2SCC(=O)N2c2ccc(C(F)(F)F)cc2)c1)c1ccccc1 (stereo not given)
  -6	-8	4
O=C(c1cn[nH]c1-n1cnnn1)N1CCCC(CCc2ccc(F)cc2)C1 (stereo not given)
  -18	-3	23
CCCn1ncc(C(=O)N2CCC(c3nc(C(C)C)no3)CC2)c1C
  ·	1	3
C[C@H](C(=O)NCc1nccs1)N1Cc2ccc(-c3cccnc3)nc2C1=O
  -8	-4	11
O=C(NCc1ccncc1)C(C1CCCC1)N1CCN(C(=O)c2cccc([N+](=O)[O-])c2)CC1 (stereo not given)
  ·	2	-3
O=C(C1CCS(=O)(=O)CC1)N1CCC(c2ccnc(-c3ccccc3)c2)C1 (stereo not given)
  ·	-1	9
O=C(c1cn[nH]n1)N1C[C@@H]2C[C@H]1CN2Cc1ccccc1
  ·	-3	4
CCCc1c(C)nn(-c2ccc(C(=O)N(C)C(c3ccccc3)c3ccccc3)cc2)c1C
  -4	-6	-3
Cc1ccc(-n2nc(C(=O)N(C)C3CCCCC3)c(=O)n(Cc3cccc(C(F)(F)F)c3)c2=O)cc1
  -6	-2	15
Fc1ccc(Nc2cc3[nH]c(-c4ccccc4)cc3cn2)cc1
  -6	-3	9
Cc1cccc(-c2nc3ccc(Cl)cn3c2NC(C)(C)CC(C)(C)C)n1
  1	1	-8
O=C(NCc1ccc2c(c1)OCCO2)N1CCCC1c1ccsc1 (stereo not given)
  ·	-4	2
CN1C[C@H](NC(=O)COCC(F)(F)C(F)F)C[C@H]1CO
  -14	-8	-1
COc1ccc(OC)c(S(=O)(=O)Nc2ccncc2)c1
  ·	-2	3
Cc1[nH]nc(-c2ccc(OCCN3CCOCC3)cc2O)c1-c1ccc(Cl)cc1
  1	1	-5
Cc1ccc2cccc(S(=O)(=O)N(C)CC3CCN(C)CC3)c2n1
  ·	-11	4
COc1ccc(-c2noc(CN3CCCC(c4ccccc4)CC3)n2)c(OC)c1OC (stereo not given)
  -2	3	-8
CC1CCN(c2ccc(S(C)(=O)=O)cc2[N+](=O)[O-])CC1
  ·	-3	-7
CCCNC(=O)NNC(=O)C12CC3CC(CC(C3)C1)C2
  -6	-4	10
CN(CCCC(=O)Nc1ccc(Cl)c(Cl)c1)S(=O)(=O)c1cccs1
  -6	-4	0
O=C(Nc1nnc(C2CC(=O)N(c3ccccc3)C2)o1)C1=COCCO1 (stereo not given)
  ·	-11	3
CCC(=O)N1CCCC1(C)C(=O)Nc1ccc2c(c1)CCN2C(C)=O (stereo not given)
  ·	-13	-1
Cc1ccc(C2=NOC(CN(Cc3cccc(Cl)c3)C(=O)c3ccco3)C2)cc1 (stereo not given)
  2	-1	-22
COc1ccc(NC(=O)CN2C(=O)C(Oc3ccccc3)C2c2cccnc2)cn1 (stereo not given)
  ·	-4	16
C#CCNc1cc(Cl)ccc1Cl
  -4	-2	6
CC1=NC2=C(C(=O)CCC2)C(c2ccc(-c3ccccc3)cc2)C1C#N (stereo not given)
  -4	-1	0
CCCC(NC(=O)Cn1cccn1)C(=O)N1CCc2sccc2C1 (stereo not given)
  ·	-5	2
O=C(COc1cccnc1)NCc1cccnc1N1CCc2ccccc2C1
  ·	-3	-1
CC1(C(=O)NC2CCN(Cc3ccccc3)CC2)CCN1Cc1cc2ccccc2o1 (stereo not given)
  ·	-9	8
